PDI turbidity – inhibitors of human PDI, primary screen, biochemical, turbidity, single point, plate reader | Protein disulfide-isomerase (Homo sapiens), P07237 | 350,000 compounds, 0.052% hits | inhibition, % at 10 µM | PDI insulin aggregation turbidity, A650, 90 min;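 active = mean inhibition across replicates of 30% or more, whatever share of single replicates reach that level; inconclusive = mean inhibition below 30% while every single replicate reaches 30%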;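 also: absorbance from insulin aggregation driven by PDI reduction with DTT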
Target sequence (P07237 whole entry, looked up): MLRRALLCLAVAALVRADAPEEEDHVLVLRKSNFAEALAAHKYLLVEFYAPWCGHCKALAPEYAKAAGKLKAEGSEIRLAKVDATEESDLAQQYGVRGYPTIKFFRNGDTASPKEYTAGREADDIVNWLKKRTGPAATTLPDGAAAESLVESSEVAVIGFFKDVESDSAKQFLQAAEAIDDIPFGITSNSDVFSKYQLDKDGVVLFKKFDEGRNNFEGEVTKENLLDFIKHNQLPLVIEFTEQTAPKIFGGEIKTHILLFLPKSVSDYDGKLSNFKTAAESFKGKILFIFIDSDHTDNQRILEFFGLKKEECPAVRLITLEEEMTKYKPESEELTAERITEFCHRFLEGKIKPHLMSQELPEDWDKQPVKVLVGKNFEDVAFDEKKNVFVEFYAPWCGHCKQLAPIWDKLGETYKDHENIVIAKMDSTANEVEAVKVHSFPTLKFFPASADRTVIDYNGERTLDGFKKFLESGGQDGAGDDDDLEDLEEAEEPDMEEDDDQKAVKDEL
Granule exo inh – LAMP-1 surface exposure blockers, TALL-104 cells – cell-based, flow cytometry, MLPCN library, primary screen; TALL-104 LAMP-1 surface exposure; cells stimulated with thapsigargin and PMA; 360,000 compounds, 0.66% hits; inhibition, % at 10 µM;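 active = inhibition above about 55%, limit read from the data; inconclusive = no clear call, values can overlap the other calls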
Vif imaging – HIV Vif self-association inhibitors, primary screen, imaging, HEK293T, single point. HEK293T cells, Vif self-association by quenched fluorescence, 24 h. inhibition, % at 7.49 µM. 340,000 compounds, 0.35% hits; in the data active = inhibition above about 50%, passing the limit was not always enough; inconclusive = no clear call, values can overlap the other calls; inactive = below about 31%; also: some results filed as inactive read as strong as hits
Cardio protect – cardioprotection against H2O2-induced cell death, primary screen, uHTS, H9c2 cells, ATPLite luminescence; H9c2 cardiomyocytes, H2O2 injury protection, 2 h; protection from H2O2 cell death, % at 20 µM; 360,000 compounds, 0.63% hits; AID 588492, 2011;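 active = compounds giving at least 50% protection of heart cells from peroxide-induced death in the single-dose screen, raw or plate-pattern-corrected value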;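 also: 0% = DMSO wells with peroxide and 100% = DMSO wells without peroxide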
ABCB6 inh 2 – ABCB6 transporter inhibitors, primary screen, K562-ABCB6 cells, flow cytometry, MLPCN library; fluorescence ratio to DMSO, % at 10 µM; ATP-binding cassette sub-family B member 6 (Homo sapiens), Q9NP58; 360,000 compounds, 0.19% hits; K562-ABCB6 porphyrin accumulation, 1 h; stronger effect = lower value; AID 602162, 2011;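 active = fluorescence ratio to DMSO below 75%, the collection mean minus 3 SD; inconclusive = too few cells collected in the well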;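 also: signal is porphyrin accumulated inside mitochondria; 100% equals median channel fluorescence of DMSO control wells; lower ratio means ABCB6 inhibition with less porphyrin fluorescence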
Glyco luc inh – increase of ERlucT glycosylation luciferase signal, primary screen, N-linked glycosylation inhibitor project, D54 ERlucT cells, luminescence, set 2; D54 ERlucT glycosylation luciferase reporter, 24 h; percent of 100 nM tunicamycin response; reporter increase, % at 12.5 µM; 360,000 compounds, 0.23% hits; AID 588692, 2011;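 active = mean luciferase reporter signal, scaled so untreated is 0 and the glycosylation-blocking control 100, at or above a set limit in every replicate; inconclusive = mean reaches the limit but not every replicate does; inactive = mean below the limit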;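 also: luciferase carries N-glycosylation sites so blocking glycosylation raises the light; 0% = median of neutral control wells and 100% = median of 100 nM tunicamycin wells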
CaV13 FRET inh – Disruptors of the CACNA1D IQ motif to Ca2+-dependent inactivation inhibitor domain association, primary screening, Förster resonance energy transfer in intact living … | HEK cells, CFP/YFP FRET ICDI-IQ, plate reader, 10 min; percent FRET-ratio fall versus neutral wells | 340,000 compounds, 0.098% hits | AID 743397 | inhibition, % at 12.3 µM;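 active = mean replicate inhibition of at least 30% and at least 1% of replicates passing that level; inconclusive = only one of the two criteria is met; inactive = neither criterion is met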;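 also: 0% = median of the neutral control wells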
hiPSC survival – enhancers of single-cell hiPSC survival, primary screen, ATPlite luminescence | 100% = ROCK inhibitor wells, 0% = DMSO | survival enhancement, % at 20 µM | 360,000 compounds, 0.044% hits; in the data active = survival enhancement above about 18%;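 also: cells exposed to compounds for 16 hours before the ATP read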
HTR2A ag – mouse Htr2a agonists via beta-arrestin recruitment, primary screen, cell-based, luminescence; 5-hydroxytryptamine receptor 2A (Mus musculus), P35363; CHO-K1 mHTR2A beta-arrestin complementation; percent of 30 µM serotonin response; activation, % at 7.6 µM; 360,000 compounds, 0.66% hits; AID 624169, 2012;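 active = activation above a run cutoff, the mean activation of all tested compounds plus 3 SD, cut at about 14% in these data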;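 also: 0% = plate median of compound wells and 100% = 30 µM serotonin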
Target sequence (P35363 whole entry, looked up): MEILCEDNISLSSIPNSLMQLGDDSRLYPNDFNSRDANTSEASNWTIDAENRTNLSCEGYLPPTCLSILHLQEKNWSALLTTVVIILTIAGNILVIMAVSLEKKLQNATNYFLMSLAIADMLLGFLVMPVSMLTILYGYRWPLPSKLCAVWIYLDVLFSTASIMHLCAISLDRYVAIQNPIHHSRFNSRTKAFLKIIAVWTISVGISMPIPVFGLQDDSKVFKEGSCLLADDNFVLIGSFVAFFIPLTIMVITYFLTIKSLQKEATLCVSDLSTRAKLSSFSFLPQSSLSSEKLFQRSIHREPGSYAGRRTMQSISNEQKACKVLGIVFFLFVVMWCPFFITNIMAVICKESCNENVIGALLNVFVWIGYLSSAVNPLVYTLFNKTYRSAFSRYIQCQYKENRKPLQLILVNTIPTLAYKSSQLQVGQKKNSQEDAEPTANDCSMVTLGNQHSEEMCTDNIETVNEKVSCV
aDG glyco up – activators of alpha-DG glycosylation, primary screen, uHTS, Pro5-aDG cells, AlphaScreen; alpha-DG glycosylation AlphaScreen (IIH6); 0% Pro5, 100% B10-LARGE cell signal; 360,000 compounds, 0.22% hits; activation, % at 10 µM;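 active = activation of at least 8% versus controls, or a plate z-score of at least 8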;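 also: Pro5 are CHO cells carrying HIG-tagged alpha-DG that lacks glycosylation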
* marks the source's active call; other numbers are inactive results; ? = inconclusive; . = no result given.

SMILES	PDI turbidity	Granule exo inh	Vif imaging	Cardio protect	ABCB6 inh 2	Glyco luc inh	CaV13 FRET inh	hiPSC survival	HTR2A ag	aDG glyco up
CCOC(=O)c1c(-c2ccc(C)cc2)csc1NC(=O)C1CCCO1 (configuration not stated)	-1.4	-1.3	-19.8	-4.2	99.0	-1.9	-3.5	-0.5	-0.3	0.7
O=C(CCSc1ccc(Cl)c(Cl)c1)NC12CC3CC(CC(C3)C1)C2	0.1	2.6	-3.6	-17.0	95.0	-3.7	-8.5	-1.6	-3.8	0.0
NC(=O)COc1ccc(/C=N/NS(=O)(=O)c2ccccc2)cc1	-3.8	-0.4	-1.9	8.5	100.0	-0.7	0.1	1.2	-0.8	-0.2
CCOCCCNC(=O)CCc1nnc2n(CCC(C)C)c(=O)c3ccccc3n12	-2.0	-1.4	-2.0	4.4	101.0	4.3	-2.2	4.3	5.8	-0.1
O=C(Nc1cccnc1)C1Cc2c(-c3cccc(F)c3)ccnc2O1 (configuration not stated)	-4.5	2.7	0.4	5.0	103.0	-3.8	-5.1	-1.9	0.0	0.3
CC(C)(C)N1C(=O)[C@H]2[C@@H](c3ccc(Br)cc3)N3C(=O)N(c4cccc(Cl)c4)C(=O)[C@@]3(C)[C@H]2C1=O	-7.9	-6.6	-4.7	2.5	95.0	-3.1	-11.5	2.2	-5.5	0.2
CCCCn1c(N)c(N(CCC(C)C)C(=O)C2CCCO2)c(=O)[nH]c1=O (configuration not stated)	2.9	-8.3	-11.6	1.3	96.0	1.6	-6.2	0.3	-0.9	-0.1
COC(=O)C1CSC2c3ccccc3C(=O)N12 (configuration not stated)	2.0	15.8	-1.8	4.8	97.0	-3.7	2.3	-0.4	-1.2	-0.2
O=[N+]([O-])c1cccc(-c2ccc(C(=S)N3CCOCC3)o2)c1	21.0	?	5.2	0.4	98.0	-7.4	3.1	-0.6	-3.9	-1.0
CCN(CC)c1nc2ccccc2nc1C(C#N)C(=O)NCCc1ccccc1 (configuration not stated)	-0.5	-1.5	1.1	-1.2	98.0	4.2	-5.5	-1.7	4.1	-0.2

Reprinted from the part before: 2 compounds; new compounds follow.
SMILES	PDI turbidity	Granule exo inh	Vif imaging	Cardio protect	ABCB6 inh 2	Glyco luc inh	CaV13 FRET inh	hiPSC survival	HTR2A ag	aDG glyco up
O=[N+]([O-])c1cccc(-c2ccc(C(=S)N3CCOCC3)o2)c1	21.0	?	5.2	0.4	98.0	-7.4	3.1	-0.6	-3.9	-1.0
CCN(CC)c1nc2ccccc2nc1C(C#N)C(=O)NCCc1ccccc1 (configuration not stated)	-0.5	-1.5	1.1	-1.2	98.0	4.2	-5.5	-1.7	4.1	-0.2
O=C(COc1ccc(F)cc1)c1c(O)cc(O)cc1O	-1.6	-0.1	1.4	0.1	100.0	2.2	-6.4	-0.6	4.9	0.8
O=C(CCl)Nc1ccccc1Sc1ccc(Cl)cc1	49.9*	-1.4	0.2	-10.5	98.0	-14.9	-3.0	-5.0	-6.9	0.6
Cc1cc(=O)oc2cc(OC(=O)c3ccccc3)ccc12	.	1.6	1.9	0.8	99.0	-1.6	.	2.9	-2.9	-0.1
CCOC(=O)c1cc2c(=O)n3ccccc3nc2n(CC2CCCO2)c1=NC(C)=O (configuration not stated)	5.4	-0.8	5.0	26.9	99.0	2.6	0.0	3.9	3.1	-0.3
O=C(NCC1CC1)Nc1ccc(Cl)cc1	-12.6	0.3	-8.4	-4.0	100.0	0.7	-4.1	-0.7	9.0	-0.1
CCC(C)Oc1nc2ccccc2nc1NS(=O)(=O)c1ccccc1 (configuration not stated)	1.8	2.1	-6.0	-0.4	99.0	1.1	-4.4	0.6	4.0	0.0
Cc1c(S(=O)(=O)NC2CCCCCC2)c(=O)n(C)c(=O)n1C	8.9	-0.7	3.2	-0.4	96.0	2.1	-2.0	0.8	2.2	-0.2
Cc1nc(-c2ccccn2)sc1C(=O)Nc1ccc(F)cc1F	-3.3	-4.0	7.2	0.9	100.0	1.3	-9.0	-0.8	-2.4	0.0
COc1ccc(-c2cn3cccnc3n2)cc1NC(=O)C1CC1	9.5	3.9	4.3	1.4	116.0	1.2	-7.4	-0.5	0.3	-0.2
Cc1nc2c(-c3ccc(F)cc3)cnn2c2c1CCC2	-9.8	-0.6	5.1	-2.0	94.0	-2.5	-5.6	1.0	2.9	-0.4
CCOc1ccc(NC(C)=O)cc1N	.	0.6	2.2	0.1	102.0	-1.5	.	1.5	-1.3	0.0
CSc1ccccc1C(=O)NCCSC(C)(C)C	-5.2	3.6	-6.3	-1.8	93.0	0.1	.	-3.7	1.1	0.0
C=CCN(c1ccccc1)S(=O)(=O)c1ccc(Cl)c(C(=O)OCC(=O)c2[nH]c(C)c(C(C)=O)c2C)c1	-10.9	0.2	-16.8	0.8	99.0	-0.1	-3.4	2.7	-2.6	-0.1
C=CCn1c(SCCN2CCOCC2)nc2c1c(=O)[nH]c(=O)n2C	3.3	-0.3	-1.2	-10.3	98.0	-2.6	-3.9	2.9	11.0	0.0
CC1(C(=O)Oc2ccccc2)Cc2ccccc2C(=O)O1 (configuration not stated)	2.9	6.6	-8.1	5.5	96.0	0.5	-6.6	-0.1	-2.1	-0.1
Cc1cccc(CCNc2nc3ccc(C)cc3n3cnnc23)c1	-1.5	-1.5	-9.0	-1.6	102.0	-8.7	-3.3	0.0	5.8	0.0
CN(C)C(=O)c1ccc(SC(=S)NCc2ccccc2)cc1	.	0.4	3.9	-7.3	98.0	-14.2	-8.6	-1.0	0.0	0.1
O=C(COC(=O)C1COc2ccccc2O1)Nc1ccc(Cl)cc1 (configuration not stated)	-0.7	1.7	3.6	2.2	95.0	1.0	-2.1	-0.3	-0.6	-0.2
CCOc1cc(C(=O)OCC(=O)c2c(N)n(C)c(=O)n(C)c2=O)cc(OCC)c1OCC	0.4	8.0	3.7	-2.1	104.0	2.6	-2.7	-2.1	3.8	0.1
CC(C)CN1CC(C)C(=O)NC1=S (configuration not stated)	9.0	-4.5	-0.3	10.9	93.0	1.6	-6.4	-0.6	1.6	-0.3
C1CCCC(N2CCNCC2)CC1	-0.1	2.2	4.2	3.9	103.0	1.2	-4.5	0.2	3.7	-0.1
COc1cc(/C=C/c2[nH]c(=O)[nH]c(=O)c2[N+](=O)[O-])cc([N+](=O)[O-])c1O	11.6	11.9	-10.2	8.5	100.0	0.2	-19.4	-0.4	-2.6	0.0
COc1ccc(CNC(=O)CN(C(=O)c2csnn2)c2cccc3c2CCCC3)cc1	3.7	25.4	5.7	0.9	99.0	-2.9	-4.1	-0.2	12.6	0.0
O=C(COc1ccc(/C=N/NC(=O)c2cc3ccccc3o2)cc1Cl)Nc1ccccc1	-6.0	-1.1	2.2	-20.4	91.0	?	.	-1.5	0.9	-0.3
COc1ccccc1-n1cnnc1SCC(=O)Nc1ncc(Cl)cc1Cl	6.9	-1.4	-3.0	-0.1	104.0	-0.6	-4.1	-1.3	-2.5	0.1
CCOC(=O)c1c(N)nn(C(C)=O)c1-c1ccccc1	-1.6	3.8	-0.3	2.4	104.0	-1.5	-0.5	-3.8	1.4	-0.2
Cc1c(N(C)S(=O)(=O)c2ccc(Cl)c(C(=O)NCC(C)(C)N3CCOCC3)c2)c(=O)n(-c2ccccc2)n1C	-4.2	-4.8	4.0	5.7	103.0	0.3	-2.3	2.4	-10.8	0.2
CCOc1ncccc1C(=O)NNC(=O)c1ccc(NS(=O)(=O)c2cccs2)cc1	-8.6	-5.6	-4.3	-6.0	102.0	0.3	-1.5	-0.4	2.8	0.7
COc1ccccc1OCC(O)Cn1nc(C)cc1C (configuration not stated)	-1.2	0.5	0.5	5.4	92.0	1.1	-4.6	-2.1	2.7	0.2
Cc1ccc2c(c1)c1c(n2CC(O)CNC2CCCC2)CCCC1 (configuration not stated)	18.5	15.4	.	-1.1	96.0	-1.3	-1.9	-0.9	-3.4	0.8
O=C(NNC(=O)c1ccc[nH]1)c1cc(Cl)cc(Cl)c1	7.5	-5.7	6.4	-1.9	103.0	3.1	-2.4	-0.5	-2.0	0.0
CCOc1ccccc1-c1nc(-c2ccc(C)nc2OC)no1	-0.4	-2.1	-4.4	1.8	96.0	-0.7	-4.0	-0.9	1.4	0.4
CC1(C(=O)NS(=O)(=O)c2ccccc2Cl)CCN1C(=O)c1cccc(F)c1 (configuration not stated)	6.6	-0.8	-7.1	7.5	98.0	1.2	-4.3	-1.3	0.9	-0.1
N#C/C(=C\c1ccc(Cl)cc1)C(=O)NC1CC1	-2.8	9.5	0.1	2.2	94.0	2.6	-4.8	0.4	0.4	0.1
CCOC(=O)C1=CCN(S(=O)(=O)c2ccc(C)cc2)C1c1ccc(Cl)c(Cl)c1 (configuration not stated)	.	1.8	21.9	-7.0	95.0	-2.5	-6.7	-0.7	-1.9	0.2
CC(Sc1nnc2n1CCCCC2)C(=O)Nc1cccc(S(=O)(=O)N2CCOCC2)c1 (configuration not stated)	2.0	-2.2	.	4.4	96.0	0.7	-5.5	-0.1	5.5	-0.2
COc1ccc(NS(=O)(=O)c2ccc(C)c(NC(=O)CN3C(=O)NC4(CCCC4)C3=O)c2)cc1	0.8	-2.0	17.1	-3.3	99.0	-1.3	-13.9	0.4	6.2	-0.1
CCn1c(SCC(=O)Nc2cccc(OC)c2)nc2c(c1=O)SCC2	-2.5	-6.1	-4.6	5.4	99.0	0.9	-4.3	-0.4	3.8	0.3
Nc1cccc2c1C(=O)N(C(=O)/C=C/c1cccc(F)c1)C2=O	-4.8	-0.5	26.4	0.9	89.0	17.3	-93.4	-3.6	6.9	-0.3
[O-][n+]1onc2c1C(N1CCOCC1)CCC2N1CCOCC1 (configuration not stated)	-6.6	0.3	-3.6	8.5	99.0	-0.3	0.3	1.0	3.5	0.3
Cc1cc(C(=O)N2CCN(Cc3ccccc3)CC2)on1	-1.8	0.0	.	5.9	98.0	2.4	-6.8	-0.8	-1.5	-0.2
COc1ccc(C(=O)NC(=S)Nc2ccc(Cl)cn2)cc1OC	-2.4	0.1	-1.1	-0.8	102.0	0.7	-18.9	-0.5	-0.3	0.0
CCOc1ccc(NC(=S)NCCCc2ccccc2)cc1	2.5	-6.4	14.9	-8.4	100.0	0.8	-5.8	-0.1	12.3	0.1
CCc1ccc(N2CC(C(=O)OCC(=O)c3c(N)n(CC(C)C)c(=O)n(C)c3=O)CC2=O)cc1 (configuration not stated)	-1.8	1.2	3.2	-2.1	100.0	1.9	-7.2	0.1	3.1	1.6

Screening data (PubChem BioAssay)
